Texas Red fluor = qHTS Assay for Spectroscopic Profiling in Texas Red Spectral Region. Compound fluorescence, Texas Red channel, 547/618 nm; active compounds read high. max dye-equivalent concentration, M. 59,000 compounds, 0.06% hits; in the data active means max dye-equivalent concentration above about 10 nM; inconclusive means between about 1.1 nM and that limit
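Dye-equivalent concentrations come from scaling compound signal (ex 547, em 618 nm) to six Texas Red standard concentrations run on every plate, after 15 min room-temperature incubation in pH 8.0 Tris (100 mM).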
Hsp90 Hop PPI = qHTS Assay for Disrupters of an Hsp90 Co-Chaperone Interaction; 71,000 compounds, 0.44% hits; AID 595, 2007; Potency, µM (top dose mostly 57 µM), for inactives: at the top dose activity change, negative = inhibition; AlphaScreen TPR2A-His6 binding biotin-Hsp90 C-terminal peptide; Hsp90 C-terminal peptide / TPR2A (Hop) interaction, human; active means well fitted curve in either direction with a large enough effect; inconclusive means small, poorly fitted or top-dose-only effect, or another doubt; further: potency means the concentration at half of the fitted maximal effect; on the % scale 0 is the no-effect control and ±100 the full control effect; many of its hits are not listed in these tables
HBB splicing = qHTS Assay for Modulators of Hemoglobin Beta Chain Splicing; HBB splicing reporter cell assay, activation; EGFP reporter with mutant IVS2-654 intron; response scale: normalised to 500 nM splice-correcting PNA; Potency, µM (titrated, usually from 46.1 µM), inactives show top-dose activation, actives largely listed as activators; 65,000 compounds, 0.06% hits; further: potency means the concentration at half of the fitted maximal effect; 0% is about no effect
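HeLa cells stably expressing EGFP interrupted by mutant beta-globin intron 2 (IVS2-654), 500/well in 2% FCS. Treated with compound for 2 days at 37C. Splicing correction scored as total well GFP intensity (488 nm excitation, 500-520 nm emission); 500 nM antisense PNA served as control.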
Rhodamine autofl = qHTS Assay for Spectroscopic Profiling in Rhodamine Spectral Region | Rhodamine-region fluorescence, 547/598 nm, Tris buffer; active compounds read high | max dye-equivalent concentration, M | 59,000 compounds, 0.05% hits; in the data active means max dye-equivalent concentration above about 11 nM; inconclusive means between about 1.1 nM and that limit
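Read-out is relative fluorescence at 547 nm excitation and 598 nm emission, expressed as dye-equivalent concentration using rhodamine standards on every plate. Each compound was profiled across a concentration series after 15 min in 100 mM Tris, pH 8.0.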
DNA Pol III inh = qHTS Assay for Inhibitors of DNA Polymerase III Holoenzyme System. reconstituted DNA polymerase III holoenzyme replication, biochemical. Potency, µM (titrated, usually from 57.1 µM), without a hit: at the top dose activity change, negative = inhibition. 71,000 compounds, 0.25% hits; further: potency means the concentration at half of the fitted maximal effect; on the % scale 0 is the no-effect control and ±100 the full control effect
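Reconstituted *E. coli* holoenzyme (0.35 nM Pol III, 1 nM beta, 154 nM SSB, 2 nM primase) was preincubated with compound for 15 min at RT. Synthesis on 1.4 nM ssM13Gori ran 35 min, then was stopped with PicoGreen/EDTA and read as dsDNA fluorescence.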
ALOX15 inhib = qHTS Assay for Inhibitors of 15-hLO (15-human lipoxygenase); purified 15hLO-1, xylenol orange hydroperoxide absorbance; AID 887, 2007; 74,000 compounds, 1.4% hits; Potency, µM (doses to about 57.1 µM), without a hit: at the highest dose activity change, negative = inhibition, hits mostly inhibitors; further: potency means the concentration at half of the fitted maximal effect; on the % scale 0 is the no-effect control and ±100 the full control effect; nearly all actives have a fitted effect of over 55% in size
Target sequence (P16050 whole entry, looked up): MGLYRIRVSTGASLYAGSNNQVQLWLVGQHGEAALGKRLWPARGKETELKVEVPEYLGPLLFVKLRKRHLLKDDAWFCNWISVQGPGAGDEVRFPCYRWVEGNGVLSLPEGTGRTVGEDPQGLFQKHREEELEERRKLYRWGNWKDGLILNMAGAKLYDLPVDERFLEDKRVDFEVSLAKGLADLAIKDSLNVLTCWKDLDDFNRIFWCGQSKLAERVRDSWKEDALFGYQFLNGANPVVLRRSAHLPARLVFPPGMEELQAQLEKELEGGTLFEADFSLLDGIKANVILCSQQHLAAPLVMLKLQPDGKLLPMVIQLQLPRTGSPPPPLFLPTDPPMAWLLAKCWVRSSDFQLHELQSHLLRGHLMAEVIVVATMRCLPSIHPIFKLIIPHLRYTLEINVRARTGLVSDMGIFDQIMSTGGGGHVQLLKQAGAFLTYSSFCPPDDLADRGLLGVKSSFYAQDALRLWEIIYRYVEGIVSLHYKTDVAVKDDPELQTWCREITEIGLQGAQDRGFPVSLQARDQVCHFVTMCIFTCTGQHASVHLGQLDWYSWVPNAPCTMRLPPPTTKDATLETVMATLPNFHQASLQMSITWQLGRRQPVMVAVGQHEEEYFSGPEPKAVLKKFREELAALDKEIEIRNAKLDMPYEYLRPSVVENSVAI
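Readout: Fe(III)-xylenol orange absorbance, 573-to-405 nm ratio as reaction progress. Enzyme 40 nM purified human 15hLO-1, substrate 50 uM arachidonic acid, 6 min RT after 15 min compound preincubation; Hepes pH 7.5 buffer with Triton X-100.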
UbGFP stabilizer = Ubiquitin-GFP Assay. Ubiquitin-GFP reporter cells, proteasome inhibition, GFP fluorescence; response scale: untreated = 0%, 10 µM MG-132 = 100%. Potency, µM (top dose mostly 45.9 µM), for the others: at the highest dose activation (GFP accumulation), most hits filed as activators. 67,000 tested, under 10 active; active means well fitted activation curve with a large enough effect, not every such curve was filed as active; inconclusive means small, poorly fitted or top-dose-only effect, or another doubt; inactive means no such curve, though single readings can be large or run the other way; further: potency means the concentration at half of the fitted maximal effect
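U2OS Ub(G76V)-GFP reporter; O/N plating, 0.5% FBS; cpd 46 uM–2.9 nM, 4 h, 37 °C; GFP+ cell count, 488/515 nm; norm. to basal vs 10 uM MG-132; CRC fit.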
4-MU autofl = qHTS Assay for Spectroscopic Profiling in 4-MU Spectral Region; compound autofluorescence, 340/450 nm, 4-MU equivalents; active compounds read high; max dye-equivalent concentration, M; 59,000 compounds, 11% hits; AID 589, 2007; in the data active means max dye-equivalent concentration above about 10 nM; inconclusive means mostly about 1.1 nM to 9.6 nM
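Intrinsic fluorescence at 340/450 nm (ex/em) was read after 15 min at room temperature in pH 8.0, 100 mM Tris. Each compound concentration expressed as 4-MU-equivalent concentration from a six-point 4-MU standard series on each plate.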
Fluorescein autfl = qHTS Assay for Spectroscopic Profiling in Fluorescein Spectral Region; Compound autofluorescence, 480/540 nm, fluorescein-equivalent; active compounds read high; max fluorescein-equivalent concentration, M; 59,000 compounds, 0.91% hits; AID 593, 2007; in the data active means max fluorescein-equivalent concentration above about 10 nM; inconclusive means between about 1.1 nM and that limit
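Compounds were pin-transferred into 100 mM Tris buffer, pH 8.0, and incubated 15 min at room temperature. Fluorescence was read at 480 nm excitation/540 nm emission. Signals were normalized to an on-plate six-point fluorescein standard curve as dye-equivalent concentration.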
HADH2 inhib = qHTS Assay for Inhibitors of HADH2 (Hydroxyacyl-Coenzyme A Dehydrogenase, Type II) | recombinant HADH2, NADH fluorescence, beta-hydroxybutyryl-CoA | 73,000 compounds, 3.4% hits | 3-hydroxyacyl-CoA dehydrogenase type-2 (Homo sapiens), Q99714 | Potency, µM (top dose mostly 57.1 µM), for the others: at the highest dose activity change, negative = inhibition, hits mostly inhibitors; further: potency means the concentration at half of the fitted maximal effect; on the % scale 0 is the no-effect control and ±100 the full control effect; nearly all actives have a fitted effect of over 60% in size; many of its hits are not listed in these tables
Target sequence (Q99714 whole entry, looked up, one chain of several): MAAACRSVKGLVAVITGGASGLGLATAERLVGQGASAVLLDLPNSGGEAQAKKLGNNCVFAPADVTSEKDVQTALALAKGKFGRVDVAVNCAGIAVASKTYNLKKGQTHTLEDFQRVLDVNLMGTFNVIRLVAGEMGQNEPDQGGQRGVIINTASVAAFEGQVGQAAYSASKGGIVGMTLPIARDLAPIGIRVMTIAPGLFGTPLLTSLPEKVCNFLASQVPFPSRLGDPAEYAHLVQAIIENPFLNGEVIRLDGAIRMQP
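Buffer 100 mM Tris-HCl pH 9.0/0.01% Tween-20; HADH2 20 nM; NAD+ 1 mM; beta-hydroxybutyryl-CoA 90 uM (all final). 15 min cpd preincubation, RT.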
Epigenetic mod = qHTS Assay for Epigenetic Modulators. mouse C127i GFP locus derepression, cytometry, 30 h. AID 597, 2007. Potency, µM (titrated, usually from 46.1 µM), for the others: at the highest dose GFP derepression (activation). 68,000 compounds, 0.09% hits; further: % of control where 0% means no effect
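Murine C127i mammary cells carrying a silenced, stably integrated CMV-driven GFP reporter were treated with compound for 30 hours at 37 C. After PBS washes, GFP-positive cells were counted by laser-scanning microplate cytometry.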
Numbers without * were called inactive; i = inactive; ? = inconclusive; / = not tested or not shown; [ ] = remark or other dose. Unless noted, the call rests on the fitted dose curve; in most records, active means well fitted curve in the direction sought with a large enough effect; inconclusive means small, poorly fitted or top-dose-only effect, or another doubt; inactive means no such curve, though single readings can be large; an effect the other way counts as inactive or inconclusive.

entry | SMILES | Texas Red fluor | Hsp90 Hop PPI | HBB splicing | Rhodamine autofl | DNA Pol III inh | ALOX15 inhib
1 | COc1ccccc1N1CCN(C(=O)CSc2nnc(NC(=O)C3CC3)s2)CC1 | ? | -5% | -0.9% | i | -13% | -8%
2 | CCOC(=O)C1=C(CN2CCSCC2)NC(=O)NC1c1cc(C)ccc1C (stereo unspecified) | i | -1% | -0.2% | i | -5% | -29%
3 | N#Cc1nc(Cc2ccccc2)oc1NCCN1CCOCC1 | ? | -2% | 4.1%[1.84 µM] | i | 2% | 3%
4 | O=C(O)c1ccccc1COc1ccccc1Cl | i | 0% | 1.2% | i | -6% | -2%
5 | O=C1c2ccccc2C(=O)N1CC1c2ccccc2CCN1C(=O)N1CCOCC1 (stereo unspecified) | i | / | / | i | / | /
6 | COc1ccccc1NC(=O)CCN1C(=O)C2CC=C(Cl)CC2C1=O (stereo unspecified) | i | -4% | -3.1% | i | 0% | -4%
7 | COc1cccc(Nc2ncc3ncc(=O)n(C[C@H]4CCCO4)c3n2)c1 | i | 1% | 0.6% | i | -13% | -6%
8 | COc1ccc(C(C)(C)C)cc1NC(=O)c1ccoc1C | ? | -11% | 0.2% | i | -9% | -12%
9 | Cc1ccc(S(=O)(=O)NCCC(=O)N2CCCCC2)cc1 | ? | 0% | -1.8% | i | -4% | 2%
10 | CN1CCN(c2nc(N3CCN(CCO)CC3)nc3ccccc23)CC1 | ? | 1% | 0.0%[57.5 µM] | i | -2% | 1%
11 | CC(=O)N1[C@H](C)C=C[C@]1(Cc1ccccc1)C(=O)O | / | 0% | -0.1% | / | -3% | 5%
12 | O=C(Nc1cccnc1)c1ccc2c(c1)C(=O)N(Cc1cccnc1)C2=O | i | -10% | -1.0% | i | -5% | 9%

entry | UbGFP stabilizer | 4-MU autofl | Fluorescein autfl | HADH2 inhib | Epigenetic mod
1 | 6% | i | ? | -1% | 0%
2 | -4% | i | ? | 4% | 2%
3 | 18% | i | i | 0% | 0%
4 | 18% | i | i | -3% | 0%
5 | / | 1.5e-07M* | i | / | -2%[20.6 µM]
6 | -1% | i | i | -15% | 2%
7 | -1% | i | i | -2% | 0%[9.22 µM]
8 | 1% | i | ? | -15% | 5%
9 | 1% | i | ? | 0% | 1%
10 | -1% | 4.8e-08M* | i | 15% | 1%
11 | / | / | / | -14% | /
12 | 2% | i | i | -3% | 0%

More compounds.
entry | SMILES | Texas Red fluor | Hsp90 Hop PPI | HBB splicing | Rhodamine autofl | DNA Pol III inh | ALOX15 inhib
13 | Cc1cc2c(cc1C)NC(c1cccnc1)C1=C(CC(C)(C)CC1=O)N2 (stereo unspecified) | i | -7% | 2.7% | i | -2% | -6%
14 | CC(C)(CNS(=O)(=O)c1ccc(F)cc1)CNS(=O)(=O)c1ccc(F)cc1 | ? | 0% | 1.8% | i | -2% | 0%
15 | Clc1ccccc1-c1nc(NC2CCNCC2)c2ccccc2n1 | i | -3% | 0.2% | i | -8% | -8%
16 | CCOc1ccc(OCC(=O)N2CCOCC2)cc1 | i | -1% | 0.0% | i | -5% | 4%
17 | Cc1cc(C(=O)CSc2nnnn2C)c(C)n1-c1cccc(F)c1 | ? | -9% | -0.1%[57.5 µM] | i | -2% | -10%
18 | COC(=O)c1ccc(OC)c(CSc2nnc(COc3ccc(OC)cc3)o2)c1 | i | ? | -1.1% | i | 8% | -6%
19 | Cc1nc2ncnn2c(C)c1CCC(=O)N1CCN(c2ccccn2)CC1 | i | -3% | -0.9% | i | -7% | 8%
20 | Cc1ccc2[nH]c(=O)c(CN(CC3CCCO3)S(=O)(=O)c3c(C)ccc4nsnc34)cc2c1 (stereo unspecified) | ? | -1% | 0.0%[57.5 µM] | i | -2% | -3%
21 | Cc1ccc(CNC(=O)CCS(=O)(=O)c2cccc3nsnc23)cc1 | i | -4% | -0.2% | i | 1% | 12%
22 | COc1c(O[C@H]2O[C@@H](CO)[C@@H](O)[C@@H](O)[C@@H]2O)cc2c(c1OC)-c1ccc(SC)c(=O)cc1[C@H](NC(C)=O)CC2 | i | 1%[26 µM] | 1.4%[20.6 µM] | i | -2%[25.6 µM] | -5%[25.6 µM]
23 | Cc1c(C(=O)NCCN2CCOCC2)oc2ccc(S(=O)(=O)N3CCCCCC3)cc12 | i | -1% | -0.3% | i | -2% | -2%
24 | O=C(c1cnccn1)N1CCC2(CC1)CN(c1ncccn1)C2 | i | 3% | 0.2% | i | 8% | -3%

entry | UbGFP stabilizer | 4-MU autofl | Fluorescein autfl | HADH2 inhib | Epigenetic mod
13 | 1% | i | ? | 1% | -2%
14 | -6% | i | i | 9% | 5%
15 | -5% | i | i | -5% | 5%[9.22 µM]
16 | -8% | i | i | 0% | -3%
17 | -2% | i | ? | -10% | -1%
18 | -1% | i | i | -3% | 0%
19 | -1% | i | i | -5% | 2%
20 | 4% | i | i | -3% | 4%
21 | 0% | i | i | -1% | -5%
22 | 5%[20.5 µM] | i | ? | -6%[25.6 µM] | 1%[20.6 µM]
23 | -3% | i | i | 1% | -2%
24 | -2% | i | ? | -27% | 0%[9.22 µM]

(further entries)
entry | SMILES | Texas Red fluor | Hsp90 Hop PPI | HBB splicing | Rhodamine autofl | DNA Pol III inh | ALOX15 inhib
25 | COc1ccc2nc(NC(=O)c3cnccn3)sc2c1 | i | -25% | -2.9% | i | 2% | 6%
26 | C=CCn1c(=O)n(CCC#N)c(=O)n(CCC#N)c1=O | / | -3% | 2.6% | / | 3% | 5%
27 | O=C(CCc1nc2ccccc2s1)OCC(=O)N1CCN(C(=O)c2ccco2)CC1 | i | 0% | 0.2%[57.5 µM] | i | -9% | 13%
28 | O=S(=O)(Nc1ccc2nc(C(F)(F)F)[nH]c2c1)c1ccccc1 | / | -2%[11 µM] | -1.0%[0.0738 µM] | / | -6%[11.4 µM] | 1%[11.4 µM]
29 | N#Cc1nc(-c2cccs2)oc1NCC1CCCO1 (stereo unspecified) | i | -3% | -1.3% | i | 1% | 2%
30 | CCOc1ccc(Oc2nc(Nc3ccc(C)cc3)nc(N(C)C)n2)nn1 | i | -4% | -1.0% | i | -3% | -16%
31 | O=C(N1CCOCC1)C12CCC3CC(CC(C3)C1)C2 | ? | -4% | / | i | -4% | 5%
32 | COc1ccc(CNc2n[nH]c(NCc3ccc(OC)c(OC)c3)n2)cc1OC | i | -8% | -1.3% | i | -8% | 28%
33 | O=C(c1cnccn1)N1CCC[C@@]2(CCN(c3ncccn3)C2)C1 | i | 2% | 1.8% | i | -5% | 2%
34 | COc1ccc2nc(C)c3c(c2c1)OC(C)C3 (stereo unspecified) | / | -6% | -6.2% | / | -4% | -20%
35 | O=C(O)COc1ccccc1C1C2C(=O)N(c3ccc(F)cc3)C(=O)C2ON1c1ccccc1 (stereo unspecified) | i | -3% | 3.9%[0.369 µM] | i | -9% | 2%
36 | CCOC(=O)CNC(=O)CSc1nc(N)cc(N)n1 | i | -2% | 3.7% | i | -3% | 0%
37 | CCOCCCNC(=O)c1cn(C)c(=O)c2cc(OC)c(OC)cc12 | i | 1% | -0.2% | i | -4% | 1%

entry | UbGFP stabilizer | 4-MU autofl | Fluorescein autfl | HADH2 inhib | Epigenetic mod
25 | -5% | i | i | -27% | -2%
26 | -9% | / | / | 2% | 0%
27 | 1% | i | i | 1% | 4%
28 | -3%[9.17 µM] | / | / | 11%[11.4 µM] | -5%
29 | 7% | 2.8e-06M* | ? | 5µM* | 4%
30 | 0% | i | i | 13% | 0%
31 | 10% | i | i | 1% | 2%
32 | 10% | i | i | 2% | 0%
33 | 3% | i | i | -5% | -3%[9.22 µM]
34 | 3% | / | / | 19% | 3%
35 | / | i | ? | -4% | 3%
36 | -1% | i | ? | 14% | 4%
37 | -19% | i | i | 8% | 1%

Entries 36–37 of the list above:
entry | SMILES | Texas Red fluor | Hsp90 Hop PPI | HBB splicing | Rhodamine autofl | DNA Pol III inh | ALOX15 inhib
36 | CCOC(=O)CNC(=O)CSc1nc(N)cc(N)n1 | i | -2% | 3.7% | i | -3% | 0%
37 | CCOCCCNC(=O)c1cn(C)c(=O)c2cc(OC)c(OC)cc12 | i | 1% | -0.2% | i | -4% | 1%

entry | UbGFP stabilizer | 4-MU autofl | Fluorescein autfl | HADH2 inhib | Epigenetic mod
36 | -1% | i | ? | 14% | 4%
37 | -19% | i | i | 8% | 1%

Source: PubChem (National Center for Advancing Translational Sciences (NCATS))

The list is partial; rates above refer to the full screens.
